From PubChem
KDM5B inh: inhibitors of human KDM5B histone demethylase; Q9UGL1; KDM5B demethylase, FDH-coupled NADH fluorescence (FDH is formaldehyde dehydrogenase); Potency, µM (highest dose often 57.7 µM), for the others: at the top dose activity change, negative = inhibition, most hits filed as inhibitors; 2.6% of 220,000 active; AID 1347165; active means well fitted inhibition curve with a large enough effect; inconclusive means small, poorly fitted or top-dose-only effect; inactive means no such curve, though single readings can be large or run the other way; further: 0% is about no effect; nearly all actives have a fitted effect of over 70% in size
Target sequence (Q9UGL1 whole entry, looked up): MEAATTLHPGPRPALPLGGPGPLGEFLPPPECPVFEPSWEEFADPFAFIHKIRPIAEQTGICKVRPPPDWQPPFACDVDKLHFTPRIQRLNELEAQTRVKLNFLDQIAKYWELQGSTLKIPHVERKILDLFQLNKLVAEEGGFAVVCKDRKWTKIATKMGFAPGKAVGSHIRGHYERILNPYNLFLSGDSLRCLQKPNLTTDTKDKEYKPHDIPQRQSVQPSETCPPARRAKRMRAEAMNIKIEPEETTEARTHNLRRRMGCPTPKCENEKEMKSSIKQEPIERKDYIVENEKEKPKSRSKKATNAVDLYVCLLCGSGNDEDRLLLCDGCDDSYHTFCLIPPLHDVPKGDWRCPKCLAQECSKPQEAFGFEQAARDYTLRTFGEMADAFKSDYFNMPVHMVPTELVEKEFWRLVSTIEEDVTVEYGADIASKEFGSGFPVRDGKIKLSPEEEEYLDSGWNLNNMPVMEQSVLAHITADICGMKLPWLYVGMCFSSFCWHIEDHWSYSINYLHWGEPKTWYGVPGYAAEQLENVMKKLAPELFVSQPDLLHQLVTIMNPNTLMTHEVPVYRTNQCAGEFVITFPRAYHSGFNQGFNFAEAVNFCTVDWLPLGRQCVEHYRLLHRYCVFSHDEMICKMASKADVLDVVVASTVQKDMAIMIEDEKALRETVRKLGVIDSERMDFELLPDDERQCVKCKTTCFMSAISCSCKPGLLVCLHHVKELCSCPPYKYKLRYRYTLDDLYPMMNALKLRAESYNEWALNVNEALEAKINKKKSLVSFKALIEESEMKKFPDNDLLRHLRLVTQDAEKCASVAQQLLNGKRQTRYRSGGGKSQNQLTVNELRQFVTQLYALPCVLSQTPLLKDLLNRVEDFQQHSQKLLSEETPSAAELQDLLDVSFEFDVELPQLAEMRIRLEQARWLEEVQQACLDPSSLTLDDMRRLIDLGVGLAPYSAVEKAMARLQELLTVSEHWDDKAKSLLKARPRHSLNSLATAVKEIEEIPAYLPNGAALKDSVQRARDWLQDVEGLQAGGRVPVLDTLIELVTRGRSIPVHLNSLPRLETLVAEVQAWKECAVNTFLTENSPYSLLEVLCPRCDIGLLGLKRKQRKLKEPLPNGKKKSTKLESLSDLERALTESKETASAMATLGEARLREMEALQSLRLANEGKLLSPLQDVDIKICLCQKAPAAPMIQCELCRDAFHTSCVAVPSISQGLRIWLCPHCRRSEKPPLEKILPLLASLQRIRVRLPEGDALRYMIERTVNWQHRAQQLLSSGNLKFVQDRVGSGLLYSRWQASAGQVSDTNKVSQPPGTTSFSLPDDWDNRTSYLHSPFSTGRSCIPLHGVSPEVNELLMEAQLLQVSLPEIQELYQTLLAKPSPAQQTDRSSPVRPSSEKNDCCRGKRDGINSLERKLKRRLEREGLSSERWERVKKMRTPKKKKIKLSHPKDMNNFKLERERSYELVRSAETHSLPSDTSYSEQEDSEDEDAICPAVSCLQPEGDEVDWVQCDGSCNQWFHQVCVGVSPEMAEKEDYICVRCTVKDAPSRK
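Measured: NADH fluorescence change, 30 min, RT. System: KDM5BΔAP 200 nM final, H3K4me3 peptide, α-KG, Fe(II), ascorbate, NAD⁺ plus FDH, pH 7.5 HEPES. Compounds: titrated, 10 min pre-incubation with enzyme.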
Active calls of the source: *; ? = inconclusive; [ ] = dose if it differs, or a comment. Potency means the concentration at half of the fitted maximal effect.

Start of the listing, in advance, 2 compounds:
SMILES	KDM5B inh
CCOc1ccc(C2CCCN2C(=O)c2csc(-c3ccsc3)n2)cc1 (stereo unspecified)	-19%
Cc1ccc(C(=O)NCCc2c[nH]c3ccccc23)cc1	2%

Results, from the start:
SMILES	KDM5B inh
CCOc1ccc(C2CCCN2C(=O)c2csc(-c3ccsc3)n2)cc1 (stereo unspecified)	-19%
Cc1ccc(C(=O)NCCc2c[nH]c3ccccc23)cc1	2%
COC(=O)C(C)Oc1ccc2c(c1)O/C(=C\c1ccco1)C2=O (stereo unspecified)	?
COc1ccc(OC)c(-c2nc3c(C)cccc3cc2CN2CCCC(O)C2)c1 (stereo unspecified)	16%
COCCNC(=O)[C@@H]1C[C@@H](c2ccc(F)cc2)N([S+](=O)([O-])c2cccnc2)C1	35µM*
Cc1ccccc1S(=O)(=O)N1CCC(n2cnnc2C2CC2)CC1	-10%
Cc1ccc(C)c(NC(=O)C2CCN(c3nn4c(=O)cc(C)nc4s3)CC2)c1	-5%
CCOc1cc(CN2CCCCCC2c2ccccc2Cl)ccc1OCC(N)=O (stereo unspecified)	-21%
CC(C)c1nc2c(c(-c3ccc(O)cc3)n1)CN(C(=O)c1ccc(F)cc1)CC2	-17%
O=C(N[C@H]1CO[C@H]2[C@@H]1OC[C@@H]2n1nnnc1Oc1ccc(-n2ccnc2)cc1)C1CCCCC1	13%
COc1nccc(N2CCC(CC(=O)N3CCN(C(C)=O)CC3)CC2)n1	11%
O=C(O)c1cc(-c2ccccc2F)no1	-15%
Cc1ccc(CNC(=O)CCCn2ccc3cc(S(=O)(=O)N4CCCC4)ccc32)o1	-1%
O=C(CSc1ncc(-c2ccc(F)cc2)o1)NCc1ccccc1	16%
Cc1nc(-c2ccc(F)cc2)n(CC(=O)Nc2cccc(C(F)(F)F)c2)c(=O)c1CCO	22%
CCc1noc(-c2cn(C3CCCN(C(=O)c4ccc(F)c(Cl)c4)C3)nn2)n1 (stereo unspecified)	-4%
COc1ccc(NC(=O)CN2C(=O)C3(SCC(=O)N3c3ccccc3)c3ccccc32)cc1Cl (stereo unspecified)	-22%
COc1ccccc1C(=O)N1CC(CNc2cccnc2)C2(C1)CN(c1ccccc1)C2 (stereo unspecified)	-22%[86.2 µM]
O=C(NC1CCCCC1)N1CCN(C(=O)N2CC3CC(C2)[C@H]2CCCC(=O)N2C3)CC1 (stereo partly specified)	-8%
Cc1oc(-c2ccccc2F)nc1CSCC(=O)NCc1ccccc1	20%
COCCn1c(=O)[nH]c(=O)c2c3c(cnc21)C(=O)CC(c1ccco1)C3 (stereo unspecified)	-25%
CC(C)NC(=O)NC(=O)CN(C)Cc1cccc(C#N)c1	-11%
Cc1cnc2c(S(=O)(=O)NC3CCCCNC3=O)cccc2c1 (stereo unspecified)	-5%
COCCOc1ccc(C(=O)NC(C)(C)C)cc1Br	20%
COC(=O)Cn1c(CN2CCN(c3ccccc3)CC2)nc2c1c(=O)n(C)c(=O)n2C	15%
O=C(O)c1ccc(CN2CCC[C@@H](O)[C@H](NC(=O)c3ccc(OCc4ccccc4)cc3)C2)cc1	-25%
CC(=O)NCCNC(=O)Cc1c[nH]c2ccccc12	-7%
COc1ccc(Cl)c2sc(NC(=O)c3ccc(S(=O)(=O)N4CCCC4)cc3)nc12	-26%
O=C(NCc1ccncc1)c1cc(-c2ccc(Cl)cc2Cl)c2cccn2n1	-16%[115 µM]
CC(OC(=O)c1ccc(-n2cnnn2)cc1)C(=O)N1CCc2ccccc21 (stereo unspecified)	13%
COc1ccccc1N1CCN(Cc2nc(-c3cc(OC)c(OC)c(OC)c3)no2)CC1	-17%
COC(=O)C1=C(C)OC(N)=C(C#N)C1c1ccc2c(c1)OCO2 (stereo unspecified)	?
CCc1ccccc1NC(=O)Nc1cn(C)c(=O)c2ccccc12	?
CC(C)=CCN1CCNC(=O)C1CC(=O)O (stereo unspecified)	1%
O=C(NNc1ccc(Cl)cc1)c1sccc1Cl	-14%
COc1ccc(-n2c3c(cc(-c4nc(-c5ccc(Cl)cc5)cs4)c2=O)C(=O)CC(C)(C)C3)cc1	?

Structural class, those above containing a cyano group (2)
SMILES	KDM5B inh
CC(C)NC(=O)NC(=O)CN(C)Cc1cccc(C#N)c1	-11%
COC(=O)C1=C(C)OC(N)=C(C#N)C1c1ccc2c(c1)OCO2 (stereo unspecified)	?

(cont.)
SMILES	KDM5B inh
O=C(O)CCC1CCN(c2cc(NC3CC3)ncn2)CC1	-15%
CNc1ccc(/C=C(\C#N)C(=O)Nc2ccccn2)cc1[N+](=O)[O-]	-15%
COc1cccc(CCC(=O)N(C)C2CCc3nn(CC4CC4)c(=O)n3CC2)c1 (stereo unspecified)	12%
COc1cc([C@H]2[C@@H]3CCCC[C@]3(O)CCN2Cc2ccccc2F)ccc1O	8%
O=C(Cn1cnc(S(=O)(=O)N2CCOCC2)c1)Nc1ccc(F)cc1F	4%
CN(C)[C@@H]1CN(C(=O)c2ccc(F)cc2Cl)C[C@H]1CO	13%
COc1ccccc1NC(=O)CSC1=Nc2ccccc2C2=NC(CC(=O)NCc3cccs3)C(=O)N12 (stereo unspecified)	-6%
Cc1ccccc1CN1CC[C@@H]2OCC(=O)N(C(C)C)[C@H]2CC1	-6%[86.2 µM]
Cc1[nH]c(=O)[nH]c(=O)c1S(=O)(=O)N1CCN(c2cccc(Cl)c2)CC1	-5%
OC(COc1ccc(Br)cc1)Cn1ccnc1 (stereo unspecified)	-40%
Cc1ccc(N2CC(C(=O)NCCS(=O)(=O)N3CCN(c4ccccc4F)CC3)CC2=O)cc1 (stereo unspecified)	10%
COc1ccc2c(C)c(CC(=O)Nc3ccc4c(c3)OCCO4)c(=O)oc2c1	?
O=C(Nc1ccccc1)N[C@H]1CO[C@H]2[C@@H]1OC[C@@H]2n1cc(CC2CCCCC2)nn1	-14%[86.2 µM]
Cc1c(C(=O)NCCSCc2c(F)cccc2Cl)cnn1-c1ccc(Cl)cc1	-1%
CCOc1ccccc1OCC(=O)Nc1cccc2ncccc12	13%
Cc1cc(Cl)ccc1NC(=O)c1ccc2c(c1)CCN2S(C)(=O)=O	81%[activator]
O=C1NCCCCCCN(C(=O)Cc2cccnc2)[C@@H]2C[C@@H](c3nc(-c4cnccn4)no3)C[C@H]12	-19%
COc1ccc(C(=O)N2CCCN(c3nc4ncccc4o3)CC2)cc1	-8%
O=C1COCC2(CN1Cc1ccccc1)CN(C(=O)c1cncc(F)c1)C2	8%[86.2 µM]
O=C(O)CC1(CC(=O)Nc2cccc(C(F)(F)F)c2)CCCC1	8%
COC(=O)c1sccc1S(=O)(=O)N(CC(=O)NCc1ccc(F)cc1)c1ccccc1	5%
O=C1OCc2ccc(NS(=O)(=O)c3ccc(C(F)(F)F)cc3)cc21	19%
COc1ccc(C(=O)N2CCC3(CC2)CC(CO)N(C(=O)c2ccccc2)C3)cc1 (stereo unspecified)	2%
COc1ccc(CSc2nnc(C3CC3)n2C2CC2)cc1F	-8%
CCN1CCN(CCNC(=O)COCc2cc(-c3cccs3)on2)CC1	17%
CCNC(=O)N1C[C@@H](Oc2ccccc2)C[C@@H]1C(=O)N1CCOCC1	-9%
NS(=O)(=O)c1ccc(CNC(=O)c2cc(-c3cccnc3)nc3ccc(Cl)cc23)cc1	?
COC(=O)C1=CN(CC(=O)Nc2ccc(C(C)C)cc2)S(=O)(=O)N=C1C	12%
CCN(CC)c1ccc(-c2nc(-c3ccccc3C)no2)cc1[N+](=O)[O-]	-7%
Cc1csc(CNC(=O)N(C)Cc2ccc3c(c2)OCO3)n1	-8%
CC1=NOC2(CCN([S+](=O)([O-])c3cccs3)C2)C1 (stereo unspecified)	-14%[86.2 µM]
COC(=O)c1c(C)[nH]c(C(=O)CSc2nncn2C(C)C)c1C	10%
Cc1nc2c3cccnc3nn2c(C)c1CCC(=O)Nc1cccc(Br)c1	-76%
Cc1cccc(NC(=O)CNC(=O)COc2cccnc2[N+](=O)[O-])c1C	4%
Cc1ccc(CNC(=O)Cn2c(=O)c(-c3noc(C)n3)c3n(c2=O)CCCC3)cc1	-5%
CC(C)c1ccc(N(CC(=O)NCCc2ccccc2)C(=O)c2csnn2)cc1	16%
CC(CCN1CCC(C(O)(c2ccccc2)c2ccccc2)CC1)Oc1ccccc1C#N (stereo unspecified)	16%
COCCn1c(C)cc(C(=O)COC(=O)c2c(C)nn(Cc3ccccc3)c2Cl)c1C	11%
O=C(c1ccccn1)N1CCCCCCn2c(nnc2-c2ccc(F)cc2)CC1	-14%
COc1cccc(Nc2cc3c(cn2)CN(Cc2ccncc2)CCN3)c1	-11%[86.2 µM]
O=C1CS/C(=N\N=C\c2ccco2)N1c1ccccc1	-7%
CCN(CC)CC(O)COC(c1ccccc1)c1ccccc1 (stereo unspecified)	9%
CCC(c1cccs1)N1C(=O)[C@H]2CN(C(=O)NC)C[C@H]2C1=O (stereo partly specified)	-7%
CCOc1cc(-c2ccc(OC(=O)c3ccccc3)c(OC)c2)cc(=O)c2c(C)oc(C)c12	?
O=C(CCNC(=O)C1CCCC1)NC1CCCCCC1	-2%
c1csc(CNC2C3CC4CC(C3)CC2C4)c1 (stereo unspecified)	10%
O=C(NCc1coc(-c2cccs2)n1)c1cccc(I)c1	-22%
CCOc1cccc(-c2cc(C(=O)O)c3cc(C)cc(C)c3n2)c1	?

Given with the structure last: part of the list above.
KDM5B inh,Structure
8%[86.2 µM],O=C1COCC2(CN1Cc1ccccc1)CN(C(=O)c1cncc(F)c1)C2
-15%,CNc1ccc(/C=C(\C#N)C(=O)Nc2ccccn2)cc1[N+](=O)[O-]
-17%,CC(C)c1nc2c(c(-c3ccc(O)cc3)n1)CN(C(=O)c1ccc(F)cc1)CC2

Other entries
SMILES	KDM5B inh
O=C(Cc1cnc[nH]1)N1Cc2ccccc2CC2(CCCN(CC3CCNCC3)C2)C1 (stereo unspecified)	-18%[115 µM]
COc1ccc(NC(=O)c2n[nH]c3ccccc23)cc1S(=O)(=O)Nc1ccccc1Cl	?
CCc1cccc2c(C(=O)COC(=O)c3ccccc3)c[nH]c12	-7%
COCCn1c(SCc2ccc(Cl)cc2Cl)nnc1-c1ccncc1	23%
O=C(CSc1oc(-c2ccccc2)nc1S(=O)(=O)c1ccc(Cl)cc1)Nc1ccc(F)cc1	?
CC(=O)c1ccc(OC(=O)C23CC4CC(CC(Cl)(C4)C2)C3)cc1	19%
COc1cccc2[nH]c(C(=O)NCc3ccccc3)cc12	?
O=C(Nc1ccc2c(c1)OCCO2)c1ccc(CN2CCOCC2)cc1	-22%
Ic1ccc(SN(Cc2ccco2)Sc2ccc(I)cc2)cc1	3%
Cc1ccc(N2CC(NC(=O)c3ccc(S(=O)(=O)N4CCCC4)cc3)CC2=O)cc1C (stereo unspecified)	1%
CC1CCN(S(=O)(=O)c2ccc3c(ccc(=O)n3CC(=O)N3CCC4(CC3)OCCO4)c2)CC1	5%
CC(C)CN1C[C@@H](C(=O)O)C[C@@H](C(=O)NCc2ccccn2)C1	37%[activator]
O=C(COc1ccccc1)N1C[C@@H]2C[C@H](C1)c1ccc(-c3cccc(C(F)(F)F)c3)c(=O)n1C2	22µM*
CC(C)(C)NC(=S)NNC(=O)[C@H]1C[C@@H]1c1ccccc1	31%
O=C(NC1CC1)C(=O)N1CCN(C(=O)c2cc3ccccc3[nH]2)CC1	-7%
Cc1c(C2=CCN(S(=O)(=O)c3ccc(Cl)cc3)CC2)c2ccccc2n1CC(=O)N1CCCC1	?
COc1ccccc1CNC(=O)CN(C)c1nn2c(=O)cc(C)nc2s1	-13%
CC(C)NC(=O)N1CC(C(=O)N(C)C)C2(CCOCC2)C1 (stereo unspecified)	7%
FC(F)Sc1ccc(NC(=S)NCCCc2ccccc2)cc1	-6%
COCCCNC(=O)Cc1csc2nc(C)c(-c3cc(C)n(-c4ccccc4F)n3)c(=O)n12	28µM*
CCOC(=O)c1cccc(NC(=O)CCSCCc2ccccn2)c1	-5%
O=C1CC2(CCN(Cc3ccsc3)CC2)Oc2ccccc2N1c1ccccc1	17%
CC(C(=O)Nc1ccc2c(c1)OCO2)n1cnc2c1c(=O)n(C)c(=O)n2C (stereo unspecified)	-11%
COc1ccc(Nc2nc(N)c(C(=O)c3ccc(OC)cc3)s2)cc1	14%

2 compounds picked at random from those above:
SMILES	KDM5B inh
COc1ccccc1CNC(=O)CN(C)c1nn2c(=O)cc(C)nc2s1	-13%
COc1ccc(Nc2nc(N)c(C(=O)c3ccc(OC)cc3)s2)cc1	14%

Next entries
SMILES	KDM5B inh
CC(C)CC(=O)NCC1CC2c3ccccc3C1c1ccccc12 (stereo unspecified)	22%
CCCOc1ccc(/C=C/C(=O)Nc2cc(C(C)(C)C)ccc2OC)cc1OC	?
COc1ccc(Nc2cnc3ccc(-c4ccccc4)nn23)cn1	-26%[86.2 µM]
O=C(Cn1ccn2nc3c(c2c1=O)CCCCC3)Nc1ccc2c(c1)OCCO2	?
COc1cccc([C@H]2CN(C(=O)CNC(=O)N(C)C)C[C@@H]2N)c1	-16%
COc1ccc(CN(C)c2nn3c(=O)cc(C)nc3s2)cc1	6%
Cc1nc(C)c(C(=O)N2Cc3ccccc3C(O)C2)s1 (stereo unspecified)	13%
CC1(C)Cc2c(C#N)c(N)n(-c3ccccc3)c(=S)c2CO1	-10%
COc1ccc(NC(=O)N2CC3CC(C2)[C@H]2CCCC(=O)N2C3)cc1 (stereo partly specified)	7%

The list is partial (hit frequency here may not be typical).
